High-throughput results from PubChem BioAssay.
Tau fibril ThT = tau fibrillization inhibition (ThT binding). P10636. recombinant tau K18 P301L, heparin-induced fibrillization, ThT fluorescence. Potency, µM (highest dose often 57.4 µM), inactives show at the highest dose activity, negative = inhibition, usual class: inhibitors. 270,000 compounds, 2.1% hits. AID 1460; also: nearly all actives have a fitted effect of over 55% in size
Target sequence (P10636 561-689 P618L limits assumed): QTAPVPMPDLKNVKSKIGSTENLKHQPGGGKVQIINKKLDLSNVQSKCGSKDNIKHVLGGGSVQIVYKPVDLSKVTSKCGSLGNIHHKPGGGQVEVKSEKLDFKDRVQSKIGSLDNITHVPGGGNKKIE
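In this qHTS, human K18 P301L tau is incubated with compound and heparin for 6 hr at 37 C, and Thioflavin T fluorescence then reports fibril load.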
Tau FP inhib = blocks human tau fibril formation measured by polarization; P10636; 280,000 compounds, 0.39% hits; Potency, µM (titrated, usually from 57.7 µM), for the others: top-dose activity, negative = inhibition, hits mostly inhibitors; AID 1468; K18 P301L tau heparin fibrillization, Alexa594 FP, 6 h; also: nearly all actives have a fitted effect of over 55% in size
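Steps: dispense K18 P301L tau (15 uM plus 0.24 uM Alexa 594 tracer, final) in pH 7 sodium acetate; add compound; add heparin (20 uM final); incubate 6 hr, 37 C; add ThT (30 uM final); after 1 hr ambient, read FP.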
Tau fluor cs = counter-screen for tau fibril formation inhibitors. tau K18 P301L (four-repeat tau fragment) Alexa594 fluorescence, heparin fibrillization. Potency, µM (series often up to 57.7 µM), for inactives: top-dose activity change, negative = decrease. 280,000 compounds, 0.93% hits. AID 1463; also: nearly all actives have a fitted effect of over 55% in size
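Human K18 P301L tau (15 uM unlabeled plus 0.24 uM Alexa 594-labeled, final) in 100 mM sodium acetate pH 7 was mixed with compound and 20 uM heparin and incubated 6 hr at 37 C.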
* = called active by the depositor; ? = inconclusive. Calls follow the shape of the dose curve; as a rule, active = well fitted curve in the direction sought with a large enough effect; inconclusive = small, poorly fitted or top-dose-only effect, or another doubt; inactive = no such curve, though single readings can be large; an effect the other way counts as inactive or inconclusive. % is scaled to controls: 0 for no effect and ±100 for the full control effect; potency is read from the fitted curve at half-maximal effect. The list is partial; rates above refer to the full screens.

SMILES	Tau fibril ThT	Tau FP inhib	Tau fluor cs
COc1ccc(C)cc1NC(=O)c1ccc(=O)n(Cc2ccccc2)c1	-4%	-10%	-7%
CSc1ccc(CNC(=O)Cn2ccc3cc(S(=O)(=O)N4CCCC4)ccc32)cc1	18%	0%	-22%
Cc1ccc(C)c(N2CCN(C(=O)Cn3c(-c4cccs4)cc4ccccc43)CC2)c1	-15%	-4%	-12%
CCCC(=O)NCC(c1ccc2c(c1)OCO2)N1CCN(c2ccc(F)cc2)CC1 (stereo not drawn)	-5%	5%	-4%
CN(C)CCNC(=O)CN1N=C(c2ccccc2)CCC1=O	5%	-3%	2%
CCCCNC(=O)Cn1c(=O)cc(C)c2c(C)nn(-c3cccc(Cl)c3C)c21	11%	1%	8%
Cc1ccc(CNc2nccn(-c3cc(C)cc(C)c3)c2=O)cc1	-8%	2%	-10%
COc1cc(C2C(=O)N(C3CCCCC3)CC(=O)N2C2CCCCC2)ccc1OC(C)C (stereo not drawn)	2%	2%	2%
COc1cccc(NC(=O)c2ccc3nc(Cc4ccccc4)oc3c2)c1	-3%	?	?
CCCCc1nn2c(=O)cc(COC(=O)c3ccccc3NC(=O)c3ccccc3OC)nc2s1	?	5%	-8%
COc1ccc(-c2cc3ccc(O)c(CN4CCCC(C)C4)c3oc2=O)cc1 (stereo not drawn)	19%	8%	-27%
COc1ccccc1N1CCN(S(=O)(=O)c2ccc(F)c(C(=O)Nc3ccc(C)c(F)c3)c2)CC1	12%	-19%	-30%
CC(CCc1ccccc1)NC(=O)Cn1c(=O)nc(-c2ccccc2)c2ccccc21 (stereo not drawn)	?	-7%	-17%
CCOc1ccc(OCC(=O)NCCS(=O)(=O)N2CCN(c3ccccc3F)CC2)cc1	-2%	-3%	-5%
O=c1c(=O)n(-c2ccccc2)ccn1Cc1cccc(C(F)(F)F)c1	-2%	?	-11%
O=C(Nc1cccc(Cl)c1)c1ccc(F)c(S(=O)(=O)N2CCC3(CC2)OCCO3)c1	-8%	?	?
CCCCN(CCCC)c1ncnc2c1cnn2-c1cccc(C)c1	-9%	2%	-3%
COC(=O)c1c(SCC(=O)Nc2cc(OC)cc(OC)c2)[nH]c2ccc(C)cc2c1=O	-11%	-3%	-13%
O=S(=O)(c1ccc2nc(N3CCN(c4ccccc4F)CC3)ccc2c1)N1CCCCC1	-3%	9%	-8%
CCN(CC)c1ccc(-c2nc(-c3ccccc3C)no2)cc1[N+](=O)[O-]	0%	1%	-15%
CCOC(=O)Cn1c(=O)n(C2CCCCC2)c2nc(-c3ccc(OC)cc3)nc(C(N)=O)c21	10%	-9%	0%
CC(=O)N1CCCC1c1nc2ccccc2n1Cc1ccccc1 (stereo not drawn)	-3%	-1%	0%
CC1Cc2cc(S(=O)(=O)CCC(=O)Nc3ccc(F)cc3)ccc2N1C(=O)C1CC1 (stereo not drawn)	12%	2%	5%
Cc1cc(C)cc(NC(=O)CSc2nccn2-c2ccccc2)c1	-5%	4%	-7%
O=C(CSc1nnc(-c2ccccc2F)o1)Nc1cccc(C(F)(F)F)c1	-4%	?	?
SMILES	Tau fibril ThT	Tau FP inhib	Tau fluor cs
CCc1ccc(-n2nc(C)c3c(C(=O)N4CCN(c5ccccc5)CC4)cc(C)nc32)cc1	-14%	1%	-26%
Cc1cc2c(cc1S(=O)(=O)C(C)CC(=O)NC1CCC(C)CC1)OCC(=O)N2 (stereo not drawn)	6%	7%	3%
CCc1ccccc1NC(=O)C1CCN(c2cnccn2)CC1	6%	10%	8%
CC(CNC(=O)CCS(=O)(=O)c1cc2c(cc1Cl)NC(=O)CO2)c1ccccc1 (stereo not drawn)	1%	-2%	-11%
CC(=O)Nc1ccc(-c2nnc3n(Cc4ccc(C)cc4)c(=O)c4ccccc4n23)cc1	-13%	3%	-20%
CCc1nn2c(=O)cc(COC(=O)C(c3ccccc3)c3ccccc3)nc2s1	-6%	-1%	1%
Cc1ccc(-n2c(=O)c3cccnc3n2CC(=O)Nc2ccccc2C(F)(F)F)cc1C	2%	-2%	-18%
CCOC(=O)c1c(NC(=O)c2ccc(S(=O)(=O)N3CCC(C)CC3)cc2)sc2c1CCN(C)C2	?	-6%	-7%
Cc1cc(C)cc(NC(=O)COc2cccc3c(=O)n(C)ccc23)c1	?	-9%	-20%
Cc1cc(C)cc(NC(=O)N2CCC(CN3CCc4ccccc4C3)CC2)c1	4%	3%	-1%
Cc1ccc(CSCCC(=O)N2CCN(c3ccc(F)cc3)CC2)cc1	?	10%	-15%
Cc1cc(C)c(CSc2nnc(C)n3c2cc2occc23)c(C)c1	?	-10%	-22%
CCc1ccccc1Nc1nn2c(=O)c3ccc(C(=O)Nc4cc(C)cc(C)c4)cc3nc2s1	10%	-9%	-4%
COc1ccccc1NC(=O)CSC1=Nc2ccccc2C2=NC(CC(=O)NCc3cccs3)C(=O)N12 (stereo not drawn)	-7%	0%	-8%
O=C(CNS(=O)(=O)c1cccs1)N1CCN(c2cccc(C(F)(F)F)c2)CC1	-11%	7%	-21%
COc1ccccc1CCNC(=O)Cn1ccc2cc(S(=O)(=O)N3CCCCC3)ccc21	-6%	5%	-27%
CC(C)CN(CCCNC(=O)CN1N=C(c2ccccc2)CCC1=O)CC(C)C	10%	-1%	8%
CCOC(=O)C(CC)Sc1c(CC)cnc2c1c(=O)n(C)c(=O)n2C (stereo not drawn)	-4%	-15%	-10%
Cc1ccc(Nc2c3c(nc4nc(-c5cccs5)nn24)CCCC3)cc1F	?	9%	-4%
COCCNC(=O)CSc1nnc(NC(=O)Nc2ccc(C)cc2)s1	-1%	0%	-7%
O=C(COc1ccccc1)OCc1cc(=O)n2nc(C3CC3)sc2n1	-10%	4%	0%
Cc1cc(C)c(NC(=O)Cn2c(=O)n(-c3ccc(F)cc3)c(=O)c3c(C)c(C(=O)N(C)C)sc32)c(C)c1	5%	1%	1%
COc1ccc(N2CCN(C(=O)CSc3n[nH]c(-c4ccccc4)n3)CC2)cc1	?	8%	-23%
CCOc1ccc(CNC(=O)c2ccc(CS(=O)c3ccccc3)o2)cc1 (stereo not drawn)	-8%	6%	-7%
CCOc1ccc(NC(=O)c2c(NCc3cccnc3)sc3c2CCCC3)cc1	?	-11%	-29%

A draw from above in order of molar mass, rising:
SMILES	Tau fibril ThT	Tau FP inhib	Tau fluor cs
Cc1cc2c(cc1S(=O)(=O)C(C)CC(=O)NC1CCC(C)CC1)OCC(=O)N2 (stereo not drawn)	6%	7%	3%
CCc1ccc(-n2nc(C)c3c(C(=O)N4CCN(c5ccccc5)CC4)cc(C)nc32)cc1	-14%	1%	-26%
Cc1cc(C)c(NC(=O)Cn2c(=O)n(-c3ccc(F)cc3)c(=O)c3c(C)c(C(=O)N(C)C)sc32)c(C)c1	5%	1%	1%

The list goes on.
SMILES	Tau fibril ThT	Tau FP inhib	Tau fluor cs
Cc1noc(-c2ccc(N3CCCCC3)c([N+](=O)[O-])c2)n1	10%	-10%	-13%
CCOC(=O)c1c(SCC(=O)Nc2cc(Cl)cc(Cl)c2)nc(=O)[nH]c1C	-3%	-16%	-4%
COc1cc(SC)ccc1C(=O)Nc1ccc(S(=O)(=O)Nc2nccc(C)n2)cc1	-3%	-10%	-3%
Cc1ccc(C(=O)NCC(=O)OCc2cc(=O)n3c(C)csc3n2)cc1	-15%	-5%	-7%
CN(C)CCNC(=O)C1CCN(Cc2cc3ccccc3n2Cc2ccccc2)CC1	-5%	-13%	-9%
COc1ccc(-c2onc(C)c2C)cc1S(=O)(=O)N1CCN(c2ccc(Cl)cc2)CC1	-11%	-3%	-22%
CCN(C(=O)CN1C(=O)COc2ccc(S(=O)(=O)N3CCOCC3)cc21)c1ccc(OC)cc1	-6%	-2%	-12%
CCOc1ccc(N(CC(=O)Nc2ccc(OC)cc2)S(=O)(=O)c2ccc(Cl)cc2)cc1	9%	-14%	-2%
CCCc1ccc(OC(=O)c2sc3ncn(Cc4cccc(F)c4)c(=O)c3c2C)cc1	2%	-15%	-11%
NC(=O)CSc1nnnn1-c1cccc(O)c1	3%	2%	0%
CCOCCCN(C(=O)Nc1ccc(Cl)cc1)C1CCN(C(C)=O)CC1	5%	-2%	-5%
CC(=O)Nc1ccc(NC(=O)C(Cc2ccccc2)N2Cc3ccccc3C2=O)cc1 (stereo not drawn)	-9%	-12%	-24%
COc1ccc(NC(=O)c2cc(S(=O)(=O)N3CCCCCC3)cn2C)c(OC)c1	-6%	0%	-17%
CC(C)c1cnc2c(c1SCC(=O)Nc1ccc(OC(F)(F)F)cc1)c(=O)n(C)c(=O)n2C	2%	?	-27%
Cc1cccc(N2CCn3c2nc2c3c(=O)n(CCc3ccccc3)c(=O)n2C)c1	-18%	-12%	?
CC(C)(C)C(=O)Nc1cccc(C(=O)OCc2cc(=O)n3nc(C4CCCCC4)sc3n2)c1	?	5%	-8%
CCCNC(=O)C1CCN(S(=O)(=O)c2ccc3c(c2)CCCN3C(C)=O)CC1	2%	-11%	-8%
CCOC(=O)c1ccc(NC(=O)C2CCCN(c3ncnc4onc(-c5ccc(F)cc5)c34)C2)cc1 (stereo not drawn)	-4%	?	?
Cc1ccc(-n2nc3c(N4CCCC(C(=O)NCc5ccccc5C)C4)nnc(C)c3c2C)cc1 (stereo not drawn)	?	-2%	2%
COc1ccccc1Nc1nn2c(=O)c3ccc(C(=O)N4CCCCC4)cc3nc2s1	-2%	4%	-16%
COc1ccc(-c2cc(C)no2)cc1S(=O)(=O)Nc1c(C)cc(C)cc1C	-10%	0%	-23%
CCC(=O)N1CCc2cc(Br)cc(S(=O)(=O)NCCc3ccc(C)cc3)c21	-7%	2%	-14%
O=[N+]([O-])c1ccc(C(c2sc3nc(-c4ccco4)nn3c2O)N2CCN(c3cccc(Cl)c3)CC2)cc1 (stereo not drawn)	?	0%	?
CC(=O)c1ccc(NC(=O)Cn2cc(S(=O)(=O)Cc3ccccc3Cl)c3ccccc32)cc1	-3%	?	?
O=C(Cn1cnc2c(oc3ccccc32)c1=O)Nc1ccccc1C(F)(F)F	3%	-4%	2%

6 entries picked at random from those above, as already listed:
SMILES	Tau fibril ThT	Tau FP inhib	Tau fluor cs
CCN(C(=O)CN1C(=O)COc2ccc(S(=O)(=O)N3CCOCC3)cc21)c1ccc(OC)cc1	-6%	-2%	-12%
O=[N+]([O-])c1ccc(C(c2sc3nc(-c4ccco4)nn3c2O)N2CCN(c3cccc(Cl)c3)CC2)cc1 (stereo not drawn)	?	0%	?
O=C(Cn1cnc2c(oc3ccccc32)c1=O)Nc1ccccc1C(F)(F)F	3%	-4%	2%
CCOC(=O)c1c(NC(=O)c2ccc(S(=O)(=O)N3CCC(C)CC3)cc2)sc2c1CCN(C)C2	?	-6%	-7%
Cc1ccc(-n2nc3c(N4CCCC(C(=O)NCc5ccccc5C)C4)nnc(C)c3c2C)cc1 (stereo not drawn)	?	-2%	2%
O=C(CNS(=O)(=O)c1cccs1)N1CCN(c2cccc(C(F)(F)F)c2)CC1	-11%	7%	-21%

The list goes on.
SMILES	Tau fibril ThT	Tau FP inhib	Tau fluor cs
Cc1cccc(-c2noc(-c3ccc(NCC4CCCO4)c([N+](=O)[O-])c3)n2)c1 (stereo not drawn)	5%	4%	-1%
Cc1cn2c(=O)cc(COC(=O)c3cccc(NC(=O)COc4ccc(Cl)cc4)c3)nc2s1	?	?	-17%
Cc1ccc(N2CC(NC(=O)c3ccc(S(=O)(=O)N4CCCC4)cc3)CC2=O)cc1C (stereo not drawn)	-8%	-6%	-15%
Cc1ccc(C)c(OCCSc2nc3ccccc3n2CC(=O)N2CCOCC2)c1	-8%	1%	-9%
CCc1ccccc1NC(=O)Cn1c(=O)n(-c2ccccc2)c(=O)c2oc3ccccc3c21	14%	-15%	14%
CCOc1ccc(N(C)S(=O)(=O)c2ccc3c(c2)C(C)(C)C(=O)N3C)cc1	10%	0%	0%
COc1ccc(CNC(=O)Nc2cn(CC(C)C)c(=O)c3ccccc23)cc1	2%	-1%	-10%
COc1cc(C2C(=O)N(C3CCCCC3)CC(=O)N2Cc2ccc(C)cc2)ccc1OC(C)C (stereo not drawn)	-5%	0%	-9%
COc1cccc(CNC(=O)CSc2nnc(C)c3c(C)n(-c4ccccc4)nc23)c1	-9%	-3%	2%
COc1cccc(Nc2sc(C(=O)c3ccc(Cl)cc3)c(N)c2C(=O)NCc2ccc(C)cc2)c1	?	7%	?
COCCn1c(C)cc(O)c(C(c2ccccc2)N2CCC(C)CC2)c1=O (stereo not drawn)	?	8%	-6%
COC(=O)c1sccc1S(=O)(=O)N(CC(=O)NCc1ccc(F)cc1)c1ccccc1	-7%	1%	-13%
O=C(NCCc1csc(-c2ccc(Cl)cc2)n1)c1ccco1	-9%	-3%	-10%
CCc1ccc(NC(=O)CSc2cn(CC(=O)N3CCOCC3)c3ccccc23)cc1	2%	4%	0%
